Screening results (PubChem BioAssay)
V1R ag counter = agonists of human V1a receptor, primary screen, counter-screen for OXTR agonist project, fluorescence, CHO-V1R cells. Vasopressin V1a receptor (Homo sapiens), P37288. Fluo-8 calcium fluorescence, agonist mode; 0% DMSO, 100% 3 nM vasopressin. activation, % at 3 µM. 320,000 tested, 0.25% active. AID 2797, 2010;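 active = activation above the mean activation of all tested compounds plus 3 SD, per screening run, cut at about 20% in these data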;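 also: signal is peak over basal fluorescence ratio across a 100 second FLIPR read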
Target sequence (P37288 whole entry, looked up): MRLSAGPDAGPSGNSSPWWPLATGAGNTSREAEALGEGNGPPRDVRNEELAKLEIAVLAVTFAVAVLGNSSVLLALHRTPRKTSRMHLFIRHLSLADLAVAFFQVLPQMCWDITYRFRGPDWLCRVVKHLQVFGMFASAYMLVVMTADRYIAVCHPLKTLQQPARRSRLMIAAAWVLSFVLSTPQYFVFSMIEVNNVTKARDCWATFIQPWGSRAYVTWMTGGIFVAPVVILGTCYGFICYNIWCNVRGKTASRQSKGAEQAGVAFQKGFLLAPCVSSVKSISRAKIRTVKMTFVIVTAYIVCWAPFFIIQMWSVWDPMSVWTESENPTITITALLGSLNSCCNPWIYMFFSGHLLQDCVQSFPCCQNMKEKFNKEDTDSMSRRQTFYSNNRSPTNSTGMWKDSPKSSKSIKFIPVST
GalR3 antag = GalR3 antagonists in HEK293 cells, primary screen, cell-based, fluorescence readout. AID 651719, 2012. inhibition, % at 3 µM. 360,000 tested, 0.44% active. HEK293 GalR3-CNG cAMP membrane potential fluorescence; galR3 body fused to GalR1 C-terminus;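 active = inhibition above the screen-wide average plus 3 SD, cut at about 13% in these data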;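 also: forskolin and galanin both at EC90 stimulate the cells; cAMP rise reported by CNG channel membrane potential dye signal; 0% = forskolin plus galanin with DMSO and 100% = forskolin alone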
Target sequence (O60755 1-299 limits assumed): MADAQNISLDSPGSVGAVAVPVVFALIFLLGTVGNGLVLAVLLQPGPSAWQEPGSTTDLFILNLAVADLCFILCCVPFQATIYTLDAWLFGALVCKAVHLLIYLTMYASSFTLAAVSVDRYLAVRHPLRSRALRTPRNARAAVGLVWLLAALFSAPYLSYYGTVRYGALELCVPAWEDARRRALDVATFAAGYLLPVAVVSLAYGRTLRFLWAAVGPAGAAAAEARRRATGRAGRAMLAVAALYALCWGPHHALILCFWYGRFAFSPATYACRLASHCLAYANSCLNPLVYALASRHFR
OXTR potentiate = human OXTR potentiators, primary screen, fluorescence, CHO-OTR cells, Fluo-8 calcium; Fluo-8 calcium fluorescence, potentiator mode; 0% = oxytocin EC15, 100% = EC100; activation, % at 3 µM; 320,000 tested, 0.061% active;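 active = activation above that plate's cutoff, the mean activation of tested compounds plus 3 SD, cut at about 6.6% in these data, passing the limit was not always enough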;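 also: 100% uses oxytocin at 75 nM as the full agonist control; some results filed as inactive read as strong as hits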
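System: human OTR in CHO cells; Also added: sub-maximal oxytocin, roughly EC15; Timing: compound 6 min at room temperature before oxytocin, 100 s read; Technique: Fluo-8 intracellular calcium fluorescence, ex 470-495, em 515-575 nm; Controls: oxytocin EC15 low and EC100 high; Replication: singlicate.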
MEKK2mut PB1 HTS = MEK5 binding signal on mutant MEKK2 PB1, primary screen, biochemical, multiplex bead flow cytometry, Alexa488-MEK5; Alexa488-MEK5 binding to MEKK2 mutant; percent response, % at 10 µM; 290,000 tested, 0.35% active; AID 1530, 2009; in the data active = percent response above about 24%, passing the limit was not always enough; also: inactives centre near 1; some results filed as inactive read as strong as hits
OXTR agonist = human OXTR agonists, primary screen, fluorescence, CHO-OTR cells, Fluo-8 calcium. Oxytocin receptor (Homo sapiens), P30559. Fluo-8 calcium fluorescence; normalized: DMSO 0%, oxytocin 100%. activation, % at 3 µM. 320,000 tested, 0.32% active;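 active = activation above the mean of all tested compounds plus 3 SD, cutoff set per screening run, cut at about 20% in these data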;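 also: peak over basal fluorescence ratio from a 100 s FLIPR kinetic read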
NALP1 yeast inh = NALP1 inflammasome inhibitors in reconstituted yeast, colorimetric, S. cerevisiae, triplicate retest; S. cerevisiae NALP1/ASC/caspase-1 growth, X-gal OD620, 72 h; inhibition, % at 10 µM; 280,000 tested, 0.61% active; in the data active = inhibition mostly above about 24%, no sharp cut-off; inactive = mostly below about 32%; also: some compounds called inactive have numbers as strong as hits
MEKK2 WT-MEK5 = modulators of MEK5 binding to wildtype MEKK2, primary screen, biochemical, multiplex bead flow cytometry, Alexa488-MEK5 | Alexa488-MEK5 binding to MEKK2 WT; actives lie on both sides | Mitogen-activated protein kinase kinase kinase 2 (Homo sapiens), Q9Y2U5 | binding response (% of control), % at 10 µM | 290,000 tested, 1.1% active; in the data active = binding response below about 67% or above about 130%
GPR7 antagonist = GPR7 receptor antagonists, primary screen, cell-based, fluorescence, single concentration. Neuropeptides B/W receptor type 1 (Homo sapiens), P48145. GPR7-expressing cells, fluorescence antagonist assay. inhibition, % at 4.4 µM. 290,000 tested, 1.1% active; in the data active = inhibition above about 16%, passing the limit was not always enough;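 also: cells stimulated with the agonist NPW; 0% = agonist with vehicle and 100% = vehicle without agonist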
Target sequence (P48145 whole entry, looked up): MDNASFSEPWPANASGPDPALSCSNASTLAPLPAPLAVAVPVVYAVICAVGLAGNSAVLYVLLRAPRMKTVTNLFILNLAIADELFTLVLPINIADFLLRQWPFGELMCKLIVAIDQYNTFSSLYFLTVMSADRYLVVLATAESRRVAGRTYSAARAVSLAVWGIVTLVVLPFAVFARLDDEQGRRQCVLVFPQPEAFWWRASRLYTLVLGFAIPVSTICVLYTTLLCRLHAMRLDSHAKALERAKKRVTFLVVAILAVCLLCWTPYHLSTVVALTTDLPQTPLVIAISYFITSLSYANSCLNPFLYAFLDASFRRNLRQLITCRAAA
M18AAP inhibitor = PfM18AAP inhibitors, malaria aminopeptidase, primary screen, biochemical, QFRET, recombinant enzyme. M18 aspartyl aminopeptidase (Plasmodium falciparum 3D7). H-Glu-NHMec fluorogenic cleavage. inhibition, % at 7.35 µM. 290,000 tested, 1.2% active. AID 1822, 2009;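 active = inhibition above the campaign mean inhibition over all tested compounds plus 3 SD, cut at about 28% in these data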;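 also: 0% = plate median of test compound wells and 100% = 2 mM ZnCl2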
* marks the source's active call; other numbers are inactive results; · = not tested or not shown.

Second line of a record: V1R ag counter | GalR3 antag | OXTR potentiate | MEKK2mut PB1 HTS | OXTR agonist | NALP1 yeast inh | MEKK2 WT-MEK5 | GPR7 antagonist | M18AAP inhibitor
- COc1ccccc1CNC(=O)[C@H](C)NC(=O)C1CCN(C(=O)[C@@H](N)C(C)C)CC1
    0.6 | -5 | 3 | -1 | 1.1 | -8 | 96 | -3 | 4
- O=C1/C(=C/c2ccc(F)cc2)SC(=S)N1CCCC(=O)N1CCCCC1CCO (stereo not drawn)
    14 | 2 | -7 | 3 | 7.1 | 1 | 105 | -1 | 5
- N#Cc1ccccc1OCCN1C(=O)c2ccccc2C1=O
    -0.9 | 2 | -3 | 5 | 0.5 | -11 | 100 | -9 | 3
- O=C(Cn1nc(C(=O)O)c2ccccc2c1=O)Nc1cccc(S(=O)(=O)N2CCCCCC2)c1
    9.4 | -7 | -10 | · | 8.2 | · | · | · | ·
- CC(=O)c1nn(-c2cccc(Br)c2)cc1C(=O)c1ccc(Cl)cc1
    1.5 | -4 | -6 | -5 | -1.1 | 31 | 89 | -8 | -9
- O=C(OCc1ccc(F)cc1)c1ccc2ccccc2n1
    -1.8 | -7 | -6 | -1 | -2.0 | 5 | 98 | -5 | -1
- Cc1nc2c(-c3ccc(F)cc3)c(C)nn2c(C)c1CCC(=O)NCc1ccco1
    -1.6 | 1 | -10 | -1 | -0.8 | -2 | 102 | -15 | -3
- Cc1ccc(Cn2ncn3c(cc4ccccc43)c2=O)cc1
    -1.8 | -3 | -3 | 2 | -2.4 | -17 | 100 | 5 | 6
- Cc1ccc(N(CC(O)COCc2ccco2)S(=O)(=O)c2ccc(C)cc2)cc1 (stereo not drawn)
    -0.6 | -3 | -8 | -5 | -1.0 | 11 | 93 | -3 | 11
- CCCCN1C(=O)c2ccccc2C1C(=O)NC1CCCC1 (stereo not drawn)
    -0.4 | -8 | -2 | 4 | -0.5 | 16 | 105 | -4 | 3
- CC(=NNC(=O)c1ccc(NS(=O)(=O)c2cccs2)cc1)c1ccc(OCC(N)=O)cc1
    0.9 | -3 | -2 | · | 2.3 | · | · | · | ·
- CCc1cc(C(=O)N2CCCC(C(=O)c3cccc(OC(C)C)c3)C2)n(C)n1 (stereo not drawn)
    3.7 | -1 | -8 | -10 | 1.8 | -10 | 83 | -2 | 2
- CCCCN1CC(COc2ccccc2)OC1=O (stereo not drawn)
    -0.2 | -6 | 1 | -2 | -0.2 | 5 | 94 | 6 | 0
- Cc1nn(-c2ccccc2)c(C)c1/C=N/NC(=O)CSc1nnc(-c2ccccc2)n1-c1ccc(Cl)cc1
    -0.8 | -4 | -3 | -1 | -1.1 | 14 | 94 | 4 | -1
- CCOC(=O)c1cc2c(=O)n3ccccc3nc2n(CC(C)C)c1=NC(=O)c1ccco1
    -0.5 | -5 | -11 | 4 | -1.2 | · | 114 | -2 | 23
- CCOc1ccc(CNC(=O)CCCC(=O)n2nc(C)c3ccccc32)cc1
    1.0 | 2 | 0 | 1 | -0.5 | 14 | 99 | -4 | 7
- COc1ccccc1NC(=S)NNC(=O)c1ccc(O)cc1
    5.0 | -1 | -5 | 4 | 0.3 | -2 | 111 | 1 | 12
- CCOC(=O)N1CCC2(CC1)C(C#N)=C(N)OC1=C2C(=O)CCC1
    0.8 | 3 | -2 | -7 | -0.2 | 8 | 99 | -12 | 6
- Cn1c2ccccc2c2c(C(=O)O)cn(C3CCCC3)c(=O)c21
    0.4 | 1 | 6 | -4 | -0.5 | -2 | 100 | -11 | 3
- CC1CC(C)CN(CC(O)COCc2ccccc2F)C1 (stereo not drawn)
    -0.4 | -14 | -1 | 1 | 0.7 | 20 | 100 | -10 | -4
- C/C(O)=C(/C=NCC(=O)O)C(=O)Nc1nccs1
    -0.6 | -4 | -1 | 3 | -0.1 | -13 | 101 | -23 | 9
- Cc1ccc(-n2nnc(-c3cc4ccccc4n3C)n2)cc1
    -0.6 | -4 | -8 | -3 | -1.1 | 13 | 97 | -7 | 0
- COc1ccccc1C(=O)CSc1nnc(-c2ccco2)o1
    0.3 | -2 | -16 | -3 | -1.2 | -23 | 102 | -10 | 2
- CC1Cc2cc(S(=O)(=O)N3CCC(C(=O)N4CCN(c5ccccc5F)CC4)CC3)ccc2N1C(=O)C1CC1 (stereo not drawn)
    10 | 1 | -11 | 0 | 5.2 | -26 | 101 | -8 | 0
- O=C(Nc1ccccc1)c1ccccc1CC[N+](=O)[O-]
    -0.3 | 1 | -7 | 16 | -0.5 | -3 | 112 | 1 | 0
- O=C(COC(=O)c1ccc2c(c1)OCCO2)Nc1cc(S(=O)(=O)N2CCOCC2)ccc1Cl
    0.1 | -2 | -8 | -1 | 0.2 | 1 | 95 | -5 | -10
- CCC1=NN(C(=O)C(=O)NCCc2ccccc2)C(O)(C(F)(F)F)C1 (stereo not drawn)
    -0.3 | -10 | -4 | 1 | -1.1 | 29 | 92 | -1 | -3
- COc1ccc(C(=O)/C=C2/C(=O)Nc3ccccc32)c(OC)c1
    6.3 | -11 | -17 | -17 | 6.0 | -50 | 101 | 15 | 10
- CC(=O)Nc1ccc(Nc2ccc3nonc3c2[N+](=O)[O-])cc1
    1.9 | 2 | -2 | -2 | 1.1 | 7 | 99 | -8 | -11
- COc1ccccc1NC(=O)c1nc(S(=O)(=O)Cc2ccccc2)ncc1Cl
    -0.2 | 0 | 4 | 5 | -1.7 | 16 | 108 | 32* | -76

Marked active in GPR7 antagonist, of those listed so far:
Molecule	GalR3 antag	OXTR potentiate	MEKK2mut PB1 HTS	NALP1 yeast inh	MEKK2 WT-MEK5	GPR7 antagonist	M18AAP inhibitor
COc1ccccc1NC(=O)c1nc(S(=O)(=O)Cc2ccccc2)ncc1Cl	0	4	5	16	108	32*	-76

The listing continues.
Second line of a record: V1R ag counter | GalR3 antag | OXTR potentiate | MEKK2mut PB1 HTS | OXTR agonist | NALP1 yeast inh | MEKK2 WT-MEK5 | GPR7 antagonist | M18AAP inhibitor
- O=C(NNC(=O)c1ccc[nH]1)Nc1cc(Cl)cc(Cl)c1
    0.9 | -7 | -14 | -3 | -1.5 | · | 97 | -17 | 50*
- Cc1ccc(C(=O)Nc2c(N)nc(SCC(=O)Nc3cc(C)on3)[nH]c2=O)cc1
    -0.1 | -3 | -7 | 4 | 0.2 | 3 | 106 | -7 | -5
- COC(=O)CCNS(=O)(=O)c1ccc2nsnc2c1
    1.0 | -1 | 11 | · | 0.8 | · | · | · | ·
- FC(F)(F)c1cc(-c2ccco2)nc(-n2nnc3ccccc32)n1
    -0.3 | 3 | -1 | 1 | -0.3 | 30 | 99 | -5 | -4
- COc1ccc(OC)c(NC(=O)COC(=O)Cn2nnc(-c3ccccc3)n2)c1
    0.5 | -4 | 0 | · | 1.7 | · | · | · | ·
- O=C1CCC/C1=C\Nc1ccc(Cl)c([N+](=O)[O-])c1
    6.3 | 4 | -14 | 5 | 3.0 | 8 | 103 | -6 | -1
- CCOC(=O)c1c(NC(=O)C2CCCO2)sc(C(=O)OC(C)(C)C)c1C (stereo not drawn)
    0.8 | 2 | 0 | 3 | -0.3 | 12 | 103 | -17 | 35*
- CCCn1c2ccccc2c2cnn(CC(=O)NCCCN3CCN(c4ccccc4)CC3)c(=O)c21
    11 | -5 | -4 | 1 | 8.1 | 24 | 106 | 0 | -3
- CCNc1nc(CSc2ccccc2)nc2sc(C)c(C)c12
    -1.3 | 3 | -8 | 12 | -2.5 | 9 | 99 | -11 | 3
- COc1ccc(NC(=O)CN(c2ccccc2C)S(C)(=O)=O)c(OC)c1
    -0.5 | -10 | -5 | 14 | -0.2 | 1 | 114 | -3 | 0
- O=C(Nc1ccncc1)c1cc(F)cc(F)c1
    1.9 | -1 | 2 | 7 | 1.5 | 6 | 98 | -11 | 2
- Cc1cc(Cl)ccc1NC(=S)NCc1cccs1
    2.5 | -1 | -12 | 3 | 1.1 | -4 | 104 | 9 | 3
- COc1ccc(/C=N/NC(=O)c2nn(C)cc2Br)cc1CSCc1ccco1
    -0.3 | 2 | -6 | 7 | 0.7 | 10 | 109 | -7 | -7
- COc1cc(/C=N/NC(=O)c2sc(N)c(C#N)c2C)cc(Br)c1O
    -0.5 | -6 | -5 | · | -1.9 | 0 | · | 0 | 15
- CCC(=O)N1CCc2cc(S(=O)(=O)CCC(=O)NC(C)CC)ccc21 (stereo not drawn)
    -0.1 | 2 | 1 | 0 | 0.1 | -1 | 97 | -15 | -2
- CCCCCOC(=O)Cc1c(O)c2ccccc2[nH]c1=O
    0.6 | 5 | -13 | 5 | -0.6 | 9 | 107 | -11 | 4
- O=C(CC1CCCC1)N1CCCC(Nc2ccc(F)cc2)C1 (stereo not drawn)
    0.0 | -3 | -9 | 7 | -1.0 | 9 | 108 | 11 | -11
- O=C(/C=C/c1ccccc1[N+](=O)[O-])OC1CCCCC1=O (stereo not drawn)
    -0.5 | -5 | -3 | -2 | -0.6 | -11 | 103 | -14 | -1
- Cc1ccc(Oc2c(CO)c(-c3ccccc3)nn2C)cc1
    6.1 | -8 | -19 | -3 | 1.7 | 6 | 97 | -8 | 4
- CCN(C(=O)CSc1nc(-c2cccs2)nc2ccccc12)C1CCS(=O)(=O)C1 (stereo not drawn)
    0.6 | -6 | -2 | · | 1.1 | · | · | · | ·
- CCN(C(=S)Nc1cccc(C)c1)c1ccccc1
    0.7 | -4 | -4 | 0 | 0.6 | 24 | 100 | -6 | -3
- C[C@H]1CN=C(Nc2ccccc2)N1CCC1CCCCC1
    0.1 | -7 | -4 | 9 | 0.3 | 31 | 109 | 6 | -7
- COc1ccc(-c2noc(CCCC(=O)N3CCOCC3)n2)cc1
    5.6 | 1 | -5 | -12 | 2.1 | -6 | 83 | 0 | 0
- CC1(O)N(Cc2ccccc2)C(=O)OC12CCCCC2 (stereo not drawn)
    -0.5 | -5 | 0 | 2 | -0.5 | 47 | 98 | -14 | -5
- O=C1CCCN1c1ccc(S(=O)(=O)N2CCN(c3ccccc3)CC2)cc1
    1.8 | -3 | -14 | -10 | 0.8 | 11 | 92 | -2 | -3
- CCOc1ccccc1NC(=O)CN(c1ccc(C)cc1)S(=O)(=O)c1c(C)noc1C
    0.1 | -4 | -10 | 4 | 1.3 | 0 | 96 | 0 | -5
- CCC1CCCCN1C(=O)CSc1nc(N)c(NC(=O)c2ccc(OC)c(OC)c2)c(=O)[nH]1 (stereo not drawn)
    0.6 | · | 1 | 2 | -0.4 | · | 104 | -12 | -2
